# FLuc modulator: inhibits or activates purified firefly luciferase, miR-21 counter-screen. P08659. purified FLuc, Km substrates, luminescence inhibition. Potency, µM (doses to about 57.5 µM), inactives show at the top dose activity change, negative = inhibition, most hits filed as inhibitors. hit rate 6.9% among 360,000. AID 588342;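 note: plate controls were vehicle for no effect and reference inhibitor for full effect; nearly all actives have a fitted effect of over 55% in size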
#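 Purified P. pyralis luciferase, 10 nM final, with Km-level 10 uM D-luciferin and 10 uM ATP in 50 mM Tris acetate pH 7.5, 10 mM Mg acetate, 0.01% Tween-20, 0.05% BSA; 6-point qHTS titration about 60 µM downward; luminescence read.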
# Rab9 prom act: activates the Rab9 promoter; Huh7 Rab9 promoter-luciferase reporter, luminescence, 24 h; Potency, µM (top dose mostly 9.22 µM), inactives show at the top dose activation, negative = inhibition, actives largely listed as activators; hit rate 2.8% among 320,000; AID 485297; note: % of control where 0% means no effect; nearly all actives have a fitted effect of over 60% in size
#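 Luciferase signal after 10 min detection reagent at ambient indicates Rab9 promoter upregulation; stably transfected Huh7 cells were treated 24 h with compound in DMSO at 37 °C, 5% CO2.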
# CXXC DNA block: inhibitors of human MLL CXXC domain-DNA interaction; Q03164; MLL-CXXC / FITC-HOXA9 DNA fluorescence polarization; Potency, µM (series often up to 115 µM), inactives show at the highest dose activity change, negative = inhibition, actives largely listed as inhibitors; hit rate 0.037% among 290,000; AID 2662; active = well fitted inhibition curve with a large enough effect in the polarisation, with a control signal flat, not every such curve was filed as active; inconclusive = small, poorly fitted or top-dose-only effect, or effect the other way, or a change in a side signal; inactive = no such curve, though single readings can be large or run the other way; the % refers to the polarisation
#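 Steps: dispense CXXC domain solution (7 uM) → pin compounds or unlabeled HOX-A9 DNA control → 5 min ambient → add FLSN-HOX-A9 solution (50 nM) → spin → 30 min ambient → fluorescence polarization. Tris pH 7.5/NaCl/DTT/BSA buffer.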
# ELG1 genotoxic: inducers of genotoxicity in HEK293T ELG1-luciferase cells; HEK293T ELG1-luciferase reporter, luminescence, 16 h; Potency, µM (top dose mostly 46 µM), without a hit: at the top dose activity change, positive = activation, usual class: activators; hit rate 1.3% among 330,000; AID 504466; note: % of control where 0% means no effect; nearly all actives have a fitted effect of over 60% in size
#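 16 hr compound incubation (37 °C, 5% CO2) of HEK293T cells carrying luciferase-tagged ELG1; luciferase then measured by ONE-Glo luminescence after 30 min at RT.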
# RORg inh: blocks mouse ROR gamma transcriptional activity; P51450; Drosophila S2 Gal4-RORgamma UAS-luciferase reporter, 20 h; Potency, µM (highest dose often 53.6 µM), without a hit: top-dose activity change, negative = inhibition, most hits filed as inhibitors; hit rate 5.4% among 310,000; AID 2551; note: % is set by controls: 0 for no effect and ±100 for the full control effect; nearly all actives have a fitted effect of over 60% in size
#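 Drosophila S2 cells stably expressing Gal4-DBD/mouse RORγ fusion under metallothionein promoter plus UAS-luciferase; compound 1 h, then 700 uM CuSO4 induction for 20 h at ambient temperature; inhibition read as reduced luminescence.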
# NPC1 prom act: activates the NPC1 promoter; AID 485313; hit rate 2.4% among 320,000; Huh7 NPC1 promoter luciferase reporter, 24 h; Potency, µM (doses to about 9.22 µM), without a hit: at the highest dose activation, hits mostly activators;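 note: % of control where 0% means no effect; nearly all actives have a fitted effect of over 60% in size; reporter is driven by a mutant NPC1 promoter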
#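 Readout is luciferase luminescence, reflecting NPC1 promoter activation in stably transfected Huh7 cells after 24 h compound exposure at 37 °C in reduced-serum medium with 10% FBS.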
# p53 reactivator: restores transcriptional activity of mutant p53. H1299 p53-A138V BP100-luciferase reporter, luminescence, 24 h. Potency, µM (top dose mostly 92.2 µM), without a hit: at the highest dose activity change, positive = activation, actives largely listed as activators. hit rate 0.063% among 320,000. AID 504706; note: % of control where 0% means no effect; nearly all actives have a fitted effect of over 45% in size
#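 H1299 (p53-null), stable ts p53-A138V + BP100-Luc; 1000 cells/well, Opti-MEM/10% FBS; cpd 4 pt, 1:5; 24 h, 37 deg C, 5% CO2; detection reagent 10 min RT; luminescence.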
# MBNL1 CUG block: MBNL1-poly(CUG) RNA binding inhibition; Potency, µM (titrated, usually from 57.5 µM), for inactives: at the top dose activity change, negative = inhibition, actives largely listed as inhibitors; Q9NR56; TR-FRET MBNL1-His/biotin-(CUG)12 binding, 665/545 ratio; hit rate 0.036% among 280,000; active = well fitted inhibition curve with a large enough effect in the signal ratio, with a control signal flat, not every such curve was filed as active; inconclusive = small, poorly fitted or top-dose-only effect, or effect the other way, or a change in a side signal; inactive = no such curve, though single readings can be large or run the other way; the % refers to the signal ratio; note: % is set by controls: 0 for no effect and ±100 for the full control effect
#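 Inhibition of protein-RNA binding appears as loss of TR-FRET between terbium anti-His antibody on MBNL1-His and streptavidin-XL665 on biotin-(CUG)12. Activity is normalized to buffer-only and uninhibited-complex controls.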
# VP16 counter: counter-screen for ROR gamma inhibitors: Gal4-VP16 reporter; Drosophila S2 Gal4-VP16 UAS-luciferase, luminescence, 20 h; Potency, µM (doses to about 53.6 µM), for the others: at the top dose activity, negative = inhibition, actives largely listed as inhibitors; hit rate 3.5% among 310,000; AID 2546;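 note: Gal4-VP16 expression switched on by copper sulfate through the metallothionein promoter; % is set by controls: 0 for no effect and ±100 for the full control effect; nearly all actives have a fitted effect of over 50% in size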
# uPA generation: blocks generation of uPA at the cell surface | cell surface uPA generation assay, qHTS | Potency, µM (top dose mostly 38.3 µM), without a hit: top-dose activity change, negative = inhibition, actives largely listed as inhibitors | hit rate 0.31% among 330,000; active = well fitted inhibition curve with a large enough effect; inconclusive = small, poorly fitted or top-dose-only effect; inactive = no such curve, though single readings can be large or run the other way; tested in mouse RAW 264.7 cells; note: % is set by controls: 0 for no effect and ±100 for the full control effect; nearly all actives have a fitted effect of over 55% in size
# BRCA1 expr act: activators of BRCA1 expression. Potency, µM (top dose mostly 46.1 µM), inactives show top-dose activation, actives largely listed as activators. hit rate 1.1% among 380,000. MCF7-BRCA1-FFLuc reporter, luminescence, 48 h; response scale: scaled: vehicle 0%, 10 µM genistein 100%; note: nearly all actives have a fitted effect of over 80% in size; some results filed as inactive show a strong effect at the top dose
#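 First, MCF7-BRCA1-FFLuc cells (2000/well) attach for 2 h; next, compounds are pin-added and incubated 48 h at 37 °C; finally, luciferase reagent is added and luminescence read after 15 min.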
# * = called active by the depositor; ? = inconclusive; . = not tested or not shown; [ ] = dose if it differs, or a comment. Unless noted, calls come from the whole dose curve; as a rule, active = well fitted curve in the direction sought with a large enough effect; inconclusive = small, poorly fitted or top-dose-only effect, or another doubt; inactive = no such curve, though single readings can be large; an effect the other way counts as inactive or inconclusive. Potency is the fitted concentration of half-maximal effect.
SMILES,FLuc modulator,Rab9 prom act,CXXC DNA block,ELG1 genotoxic,RORg inh,NPC1 prom act,p53 reactivator,MBNL1 CUG block,VP16 counter,uPA generation,BRCA1 expr act
COc1ccc(-n2nc3c(c2NC(=O)COc2cccc(OC)c2)CS(=O)(=O)C3)cc1,-0.4%,9.8%,4.9%,-6.8%,3.1%,5.3%,-5.8%,-7.4%,14.7%,-15.5%,-12.0%
COc1ccc(C(=O)/C(C#N)=N/Nc2ccccc2[N+](=O)[O-])cc1,-8.7%,-34.5%[inhibitor],-0.3%,.,?,-22.2%,21.7%,-0.4%,?,-9.7%,-41.4%
Cc1cccc(-c2noc(C3CCCCC3)n2)c1,3.01µM*,.,0.1%,.,-28.6%,.,.,-4.4%,6.6%,2.3%,4.47µM*
Cc1ccc(-c2cc(C(=O)N/N=C\c3cnn(C)c3C)c3ccccc3n2)cc1C,0.675µM*,24.7%,-2.2%,?,11.2µM*,11.6%,?,-1.7%,?,-11.6%,-26.7%
O=C(OCCN1CCOCC1)c1ccc(OCCN2CCOCC2)cc1,1.7%,3.8%,1.1%,10.7%,0.8%,1.3%,0.2%,8.8%,7.1%,2.6%,-2.5%
CCn1c2ccccc2c2nnc(SCC(=O)NC3CCS(=O)(=O)C3)nc21 (configuration not stated),-2.8%,0.2%,4.7%,10.0%,17.3%,1.5%,-2.7%,?,-13.2%,3.9%,-27.3%
CCn1c(SCc2ccc(C#N)cc2)nnc1-c1cccc(Cl)c1,-2.5%,-1.4%,0.8%,-6.6%,-17.6%,-3.4%,-3.6%,-6.3%,11.6%,-6.0%,-10.0%
COC(=O)CSc1nnc(CNc2ccc(Cl)cc2)n1-c1ccccc1,6.1%,0.9%,-0.8%,-0.7%,-11.9%,0.9%,-0.5%,-13.4%,-2.0%,3.6%,4.5%
CC1CCC2(CC1)NC(=O)N(NC(=O)c1cccs1)C2=O (configuration not stated),2.2%,-6.3%,.,0.5%,.,1.5%,8.0%,.,.,-3.0%,-12.3%
CC(=O)N1c2ccccc2C(C)=CC1(C)C,-0.7%,-0.7%,-25.5%,3.5%,-1.5%,-0.5%,0.3%,-4.3%,-11.6%,5.5%,2.2%
CC1CCCC(C)N1C(=O)Cn1nnc(-c2ccccc2)n1 (configuration not stated),3.5%,-5.6%,5.7%,-0.1%,21.1%,-4.3%,1.6%,1.4%,-10.6%,-1.4%,31.2%
CCC(C)(C)NC(=O)CN(C(=O)CCC(=O)Nc1nccs1)c1ccc2c(c1)OCO2,-0.8%,-0.3%,40.6%[activator],3.1%,-5.1%,-0.8%,5.4%,-9.3%,13.8%,-0.3%,-23.1%
CC(=O)NCCN=C(C)c1sc2ccccc2c1O,?,?,-3.2%,11.2%,-0.4%,?,7.3%,?,3.1%,-1.0%,12.6µM*
Cc1cccc(-c2nnc(N)s2)c1,-16.4%,1.7%,-5.2%,4.3%,-4.5%,10.1%,9.1%,0.5%,-4.9%,1.4%,10.6%
COc1ccccc1NC(=O)c1ccc(S(=O)(=O)N(C)C)cc1,-1.0%,-3.4%,-3.8%,0.8%,3.9%,0.7%,-11.7%,-7.8%,2.4%,-3.3%,36.0%
CCn1c(-c2nn(-c3ccccc3)ccc2=O)n[nH]c1=S,0.3%,-0.7%,-5.8%,-2.1%,-21.8%,-1.1%,0.6%,-0.1%,-14.3%[10 µM],-3.1%,-1.3%
COc1cc(NS(=O)(=O)c2cc(C(=O)N3CCN(C(C)=O)CC3)ccc2OC)cc(OC)c1,3.9%,-4.9%,2.9%,0.7%,-10.9%,-5.7%,0.1%,-6.7%,13.4%,0.7%,7.0%
Cn1c(Sc2nc3ccccc3n2C)nc2ccccc21,-0.2%,1.8%,3.4%,-4.5%,?,-4.3%,?,12.4%,?,-7.2%,-56.3%
O=C(N/N=C/c1ccncc1)c1ccc2c(c1)OCO2,26.9µM*,15.2%,0.5%,-6.1%,-9.1%,7.9%,18.0%,15.8%,-9.5%,-7.8%,0.0%
c1ccc(Nc2nc3ccccc3n3nnnc23)cc1,?,?,?,?,-13.2%,-2.4%,12.1%,16.6%,?,-18.5%,62.8%
CCC1Oc2ccc(C)cc2N(CC(=O)NCc2ccccc2OC)C1=O (configuration not stated),-1.9%,5.5%,-8.4%,1.6%,12.7%,-1.5%,-0.8%,-5.6%,1.9%,-3.3%,-1.8%
CCCN(CCC)C(=S)Nc1cc(C(=O)OC)ccc1C(=O)OC,-0.2%,-9.6%,-1.7%,-0.1%,?,0.3%,1.9%,20.1%,-10.3%,-6.1%,-23.0%
CCOC(=O)C1CCN(C(=O)c2ccc(N3CCOCC3)c([N+](=O)[O-])c2)CC1,-0.3%,-12.8%,.,2.1%,.,-4.0%,20.2%,.,.,2.5%,0.6%
CN(Cc1ccc(Cl)cc1Cl)C(=O)CNC(=O)c1ccco1,1.2%,-2.9%,32.1%,-0.3%,9.5%,1.3%,-5.0%,-3.2%,6.7%,4.2%,8.6%
Cc1ccc(NC(=O)COC(=O)c2csc3c2CCC(C)C3)cc1S(=O)(=O)N1CCCCC1 (configuration not stated),0.1%,-16.0%,13.1%,0.3%,?,-3.5%,25.2%,-8.7%,-14.9%,3.2%,-42.0%
Cn1cc(/C=C/C(=O)N2CCCC(C(=O)c3ccc(C(F)(F)F)cc3)C2)cn1 (configuration not stated),-6.1%,1.1%,-0.4%,1.6%,?,-1.1%,0.4%,-8.9%,-1.5%,1.2%,-2.7%
COc1ccccc1-c1c(C)nn2c(N3CCN(c4ccccc4OC)CC3)cc(C)nc12,-2.2%,-9.2%,-0.7%,-4.2%,8.4%,-2.1%,-3.6%,2.8%,-1.7%,7.6%,-1.9%
CC(=O)Nc1ccc(NC(=O)Cn2c(-c3ccc(F)cc3)cnc2SCC(=O)Nc2c(C)cccc2C)cc1,0.8%,-3.1%,46.0%[activator],?,-16.2%,-2.5%,7.9%,1.2%,-3.6%,2.5%,-5.2%
COC(=O)C1=C(C)N(C)C(=S)NC1c1cc(OC)ccc1OC (configuration not stated),-0.7%,-1.9%,1.5%,0.0%,15.8µM*,-2.3%,11.3%,-10.5%,?,-7.9%,-22.0%
CC1(C)Cc2cccc(Oc3ccc(S(=O)(=O)N4CCCCC4)cn3)c2O1,3.9%,-2.5%,-0.2%,-9.6%,13.6%,-2.4%,12.5%,-5.7%,-2.5%,2.5%,-22.9%
COc1ccc2c(c1)C1CC(C)(NC(=O)C1C(=O)c1ccccc1)O2 (configuration not stated),1.7%,-4.3%,1.3%,-0.9%,1.0%,1.0%,-3.4%,6.5%,-0.7%,-7.6%,-0.6%
Cc1onc(-c2c(F)cccc2Cl)c1C(=O)Nc1nccs1,-3.7%,-1.3%,-0.6%,-12.2%,12.6µM*,-5.3%,-5.3%,1.1%,?,0.9%,9.5%
Cc1ccc(NC(=O)C2CCN(S(=O)(=O)c3ccc4c(c3)NC(=O)C(C)S4)CC2)c(Cl)c1 (configuration not stated),1.2%,-8.5%,47.7%[activator],-13.9%,?,1.7%,0.8%,5.6%,?,?,-21.9%
CCCCc1c(C)nc(Nc2ccc(OC)cc2)[nH]c1=O,-12.0%,-9.7%,-7.7%,-3.1%,18.5%,-0.4%,-29.6%,-1.8%,-3.7%,-0.8%,29.9%
CCc1ccc(NC(=O)CCC(=O)N2CCSc3ccccc32)cc1,?,1.2%,.,-8.1%,17.9%,1.5%,1.9%,-9.0%,-2.8%,2.5%,0.0%
O=C(CN1CCCCC1)N/N=C/c1ccc(Cl)cc1Cl,-11.9%,9.4%,2.8%,8.3%,0.4%,-1.1%,-2.2%,3.3%,2.3%,-21.0%,28.4%
O=C(NCc1ccc2c(c1)OCO2)c1cc(=O)[nH]c2ccccc12,-2.9%,-0.4%,3.2%,3.0%,2.5%,-4.6%,-2.3%,-3.2%,0.5%,6.8%,1.9%
Cn1c(N/N=C/c2c[nH]c3ccccc23)nc2ccccc21,1.51µM*,?,8.1%,7.2%,1µM*,?,22.7%,0.9%,3.98µM*,-11.6%,-61.0%
CC1=NN(C(N)=S)C(=O)C1N=Nc1ccc(Cl)cc1 (configuration not stated),3.38µM*,3.98µM*,-20.5%,7.3µM*,0.398µM*,3.98µM*,.,29.9%,1.12µM*,-1.8%,53.6%

# High-throughput results as filed in PubChem BioAssay.

# The list is partial; count on the stated rates, not on these rows.
